From PubChem BioAssay
mcGAS lum: mouse cGAS inhibition by luminescence. actives 0.15% (n = 160,000). AID 1259399. Q8C6L5. inhibition, % at 12.5 µM. recombinant cGAS, Kinase-Glo ATP depletion luminescence;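 also: 0% = negative control wells and 100% = reference inhibitor with no enzyme activity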
NPYLR7 ag: mosquito NPYLR7 agonism. activation, % at 10 µM. actives 0.15% (n = 270,000). HEK293T NPYLR7/Galpha15, GCaMP6s calcium fluorescence. AID 1259423; in the data active = activation above about 40%;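 also: 0% = vehicle and 100% = reference agonist at the receptor; some compounds past the cut are filed as inactive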
hcGAS lum: human cGAS inhibition; Q8N884; recombinant h-cGAS, ATP depletion, Kinase-Glo luminescence; inhibition, % at 12.5 µM; actives 0.081% (n = 290,000); AID 1259398;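 also: 0% = vehicle reaction and 100% = reaction without DNA for no activity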
Target sequence (Q8N884 whole entry, looked up): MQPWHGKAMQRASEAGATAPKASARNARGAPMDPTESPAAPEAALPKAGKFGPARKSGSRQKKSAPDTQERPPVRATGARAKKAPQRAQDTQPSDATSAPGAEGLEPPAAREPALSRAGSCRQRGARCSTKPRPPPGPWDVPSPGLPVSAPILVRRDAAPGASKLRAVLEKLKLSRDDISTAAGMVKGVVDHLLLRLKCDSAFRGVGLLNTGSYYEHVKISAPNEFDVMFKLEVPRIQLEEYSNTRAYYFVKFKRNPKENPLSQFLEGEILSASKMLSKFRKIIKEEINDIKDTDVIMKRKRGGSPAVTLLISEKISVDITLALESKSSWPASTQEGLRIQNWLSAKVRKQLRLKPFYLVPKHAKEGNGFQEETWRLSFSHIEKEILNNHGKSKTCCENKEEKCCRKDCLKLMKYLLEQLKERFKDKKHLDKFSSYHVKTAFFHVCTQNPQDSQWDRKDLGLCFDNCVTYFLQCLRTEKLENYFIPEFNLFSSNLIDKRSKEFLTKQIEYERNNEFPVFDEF
* hit, by the source's call; · = no result given. Rule as the data show it, unless noted: active = inhibition above about 40%; inactive = the rest.

1: Fc1ccc(-c2csc(=NCc3ccccc3)n2N=Cc2cccnc2)cc1
2: COc1ccc(C(O)(c2ccc(OC)cc2)c2ccc(CN(Cc3cccc(OC)c3)CC3CCCO3)o2)cc1 (stereo not given)
3: CCN(CCN1CCOCC1)C(=O)c1cccc2nccnc12
4: C#C[C@]1(O)CC[C@@H]2C3[C@H](C)CC4=C(CCC(=O)C4)[C@H]3CC[C@@]21C (stereo not given in full)
5: CC1CN(c2cc(Oc3ccc(F)cc3Cl)ncn2)CCN1C(=O)c1ccccc1Cl (stereo not given)
6: CC(C)(C)n1ncc2c1CCN(C(=O)C1CCOC1)C2 (stereo not given)
Assay by compound | 1 | 2 | 3 | 4 | 5 | 6
mcGAS lum | · | -6 | -9 | · | -6 | ·
NPYLR7 ag | -5 | -1 | · | -4 | 2 | -1
hcGAS lum | -6 | -7 | -6 | -4 | -7 | -7

4 compounds already listed, sorted by molecular weight, rising:
6: CC(C)(C)n1ncc2c1CCN(C(=O)C1CCOC1)C2 (stereo not given)
4: C#C[C@]1(O)CC[C@@H]2C3[C@H](C)CC4=C(CCC(=O)C4)[C@H]3CC[C@@]21C (stereo not given in full)
3: CCN(CCN1CCOCC1)C(=O)c1cccc2nccnc12
2: COc1ccc(C(O)(c2ccc(OC)cc2)c2ccc(CN(Cc3cccc(OC)c3)CC3CCCO3)o2)cc1 (stereo not given)
Assay by compound | 6 | 4 | 3 | 2
mcGAS lum | · | · | -9 | -6
NPYLR7 ag | -1 | -4 | · | -1
hcGAS lum | -7 | -4 | -6 | -7

Following part:
7: CCOC(=O)N1CCN(C(=O)c2cn(CC)cc3c(=O)n(-c4ccccc4)nc2-3)CC1
8: COc1ccc(CN(Cc2ccco2)C(=O)c2ccc([N+](=O)[O-])cc2)cc1OS(=O)(=O)c1cccc(C(F)(F)F)c1
9: COc1ccc2c(c1)Cc1c-2nc2ccccc2c1C(=O)N(C)OC
10: O=S(=O)(Nc1ccc2nc(-c3cccc(C(F)(F)F)c3)nn2c1)c1ccccc1
11: Cc1cccc(NC(=O)Cn2nc(C(=O)Nc3ccccc3)ccc2=O)c1C
12: CC(C)COCCC(=O)NCCn1c(=O)[nH]c2ccccc21
Assay by compound | 7 | 8 | 9 | 10 | 11 | 12
mcGAS lum | -10 | -4 | · | -7 | -8 | ·
NPYLR7 ag | 7 | · | 0 | 5 | -1 | 3
hcGAS lum | -5 | -4 | -12 | -2 | -9 | -8

13: CS(=O)(=O)c1ccc(CNc2snc(Cl)c2C#N)cc1
14: CC1(C(=O)NS(=O)(=O)c2ccc(Cl)s2)CCN1C(=O)C1(c2ccccc2)CCCC1 (stereo not given)
15: O=C(NCCCc1ccc(F)cc1)c1cc(CN2CCOCC2)on1
16: COCC1(C(=O)N2CCC3(CC2)c2ccccc2[C@@H](N)[C@@H]3O)CCC1
17: COC(=O)c1ccc(COc2coc(CN3c4ccccc4CC3C)cc2=O)cc1 (stereo not given)
18: Cc1nc(COc2nc(C(C)(C)C)no2)cs1
Assay by compound | 13 | 14 | 15 | 16 | 17 | 18
mcGAS lum | · | · | · | · | -6 | -18
NPYLR7 ag | 1 | 3 | 14 | 7 | -3 | 6
hcGAS lum | -3 | -11 | -10 | -6 | -5 | -4

19: COC(=O)c1cc2n(n1)CCCN(C(=O)c1cc3c([nH]c1=O)CCCC3)C2
20: CC(C(=O)N1CCc2ccccc21)N1CCN(c2ccc(O)cc2)CC1 (stereo not given)
21: CC(=O)c1cccc(-n2c(Cc3ccc(O)cc3)n[nH]c2=O)c1
22: Cc1ccc2nc(-c3ccccc3C)c(NC(=O)COc3ccc(Cl)cc3)n2c1
23: CCN1CCN(Cn2c(=S)n(CN3CCN(CC)CC3)c3ccccc32)CC1
24: CCC(Cn1ccnc1)NC(=O)c1ccc2c(c1)nnn2C (stereo not given)
Assay by compound | 19 | 20 | 21 | 22 | 23 | 24
mcGAS lum | · | · | -16 | -4 | -4 | ·
NPYLR7 ag | 6 | -13 | 17 | 5 | 0 | 27
hcGAS lum | -2 | -7 | -3 | -3 | -5 | -5

25: Cc1ccc(-c2noc(CSc3nnnn3-c3ccccc3)n2)cc1F
26: OC(CNCC1CCCO1)Cn1c2ccccc2c2ccccc21 (stereo not given)
27: COCCCNC(=O)CN(C)c1cc(C)nc2nc(C(F)(F)F)nn12
28: Oc1c(Cl)cc(Cl)c2ccc(N/N=C\c3cccc(Oc4ccccc4)c3)nc12
29: O=C(NCc1ccc(F)cc1)c1ccccc1N1CCC(NC(=O)C2CCC2)CC1
30: Cc1cc(-c2nc3c(C)cccc3o2)ccc1NC(=O)C(C)C
Assay by compound | 25 | 26 | 27 | 28 | 29 | 30
mcGAS lum | -2 | -1 | -16 | -3 | -1 | -6
NPYLR7 ag | 1 | 11 | 6 | -7 | 1 | 7
hcGAS lum | 3 | -2 | -9 | -3 | 0 | -9

31: Cn1c(Sc2ccccc2C(=O)O)cc(=O)n(C)c1=O
32: NC(=O)C1CCCN1C1CCN(S(=O)(=O)c2ccc(F)cc2F)CC1 (stereo not given)
33: COc1nccnc1-c1c(C)cc(C)cc1C
34: O=C(NC1CC1)c1cc2n(n1)CCN(C(=O)c1scc3c1OCCO3)C2
35: C=CCn1c(SCc2ccc(C(=O)NCc3ccc(F)cc3)cc2)nnc1-c1ccc(C)cc1
36: CC(C)NC(=O)[C@@]1(OCc2ccccc2F)CC(OCc2cccc(C(F)(F)F)c2)[C@@H]2OC(C)(C)O[C@@H]2C1 (stereo not given in full)
Assay by compound | 31 | 32 | 33 | 34 | 35 | 36
mcGAS lum | · | · | -12 | · | -6 | -4
NPYLR7 ag | 13 | -6 | 7 | -2 | 17 | 23
hcGAS lum | 2 | -5 | -7 | -12 | -2 | -4

37: Cc1ccc(Cc2nsc(NCCc3ccc(Cl)cc3Cl)n2)cc1
38: CCn1ccnc1CN(C)C(=O)c1cn(Cc2ccccc2Cl)nn1
39: CC(=O)Nc1c(I)c(NC(C)=O)c(I)c(C(=O)O)c1I
40: Cc1ccc(SCCC(C)(C)C#N)nc1
41: O=C1NC(C(=O)N2CC(c3cccnc3)C2)Cc2ccccc21 (stereo not given)
42: Cc1cc(N(C)CC(=O)NC(C)C)nc(C)n1
Assay by compound | 37 | 38 | 39 | 40 | 41 | 42
mcGAS lum | -3 | · | · | · | · | -15
NPYLR7 ag | -6 | 9 | -4 | 25 | 10 | 16
hcGAS lum | -5 | 2 | -3 | -4 | -8 | -8

43: Cc1ccc(CN(C)C(=O)CN2CCCN(c3ccc(C(F)(F)F)cn3)CC2)cc1
44: CC(C)c1ccc(NC(=O)C(C2CCCC2)N2CCN(C(=O)c3cccc(Cl)c3)CC2)cc1 (stereo not given)
45: CO[C@H]1CN(c2ccccc2)S(=O)(=O)[C@@]12CCN(Cc1ccccc1)C2
46: Cc1nc(C)n(Cc2nc(-c3cccc(C(F)(F)F)c3)oc2C)n1
47: Cc1noc(C)c1CSC(C)C(=O)NC(=O)NC1CC1 (stereo not given)
48: Cc1nc2ccc(C(=O)N(C)CCC3CCCCO3)cc2nc1C (stereo not given)
Assay by compound | 43 | 44 | 45 | 46 | 47 | 48
mcGAS lum | · | -6 | -10 | · | -16 | -10
NPYLR7 ag | 3 | -5 | 25 | 11 | -3 | 1
hcGAS lum | -8 | -4 | -4 | -8 | -5 | -1

49: COCCCN(CC(=O)N1CCc2sccc2C1COc1ccc(Cl)cc1)C(=O)c1cccc(F)c1 (stereo not given)
50: Cc1ccc(S(C)(=O)=O)cc1NC(=O)C1CCN(c2ccc(C(F)(F)F)cc2[N+](=O)[O-])CC1
51: COCCN(CC(=O)N(CCc1c[nH]c2ccccc12)Cc1ccc(F)cc1)C(=O)Nc1ccc(OC)cc1OC
52: CCOC(=O)C1(CCOc2ccccc2)CCN(Cc2cccn2-c2nccs2)CC1
53: COc1ccc(C)cc1NC1CCCN(C(=O)c2ccc3c(c2)OCO3)C1 (stereo not given)
54: Cc1ccc(NC(=O)CN(C)C(=O)c2ccc3c(c2)OCCCO3)cc1
Assay by compound | 49 | 50 | 51 | 52 | 53 | 54
mcGAS lum | -4 | · | -6 | -3 | · | ·
NPYLR7 ag | 11 | 2 | 19 | -11 | 1 | 5
hcGAS lum | -6 | -7 | -3 | -3 | -10 | -1

55: CC(C1CC1)N(Cc1ncc(-c2ccc(F)cc2)o1)C1CC1 (stereo not given)
56: COc1ccccc1N=c1oc2c(OC)cccc2cc1-c1nc2ccccc2[nH]1
57: CCS(=O)(=O)N1CCN(S(C)(=O)=O)CC1
58: Brc1cc(Br)c2c(c1)C=C1CCCCC1(N1CCOCC1)O2 (stereo not given)
59: Cc1ccc(NC(=O)CSc2nnc(C)c3cnn(-c4ccccc4)c23)c(C)c1
60: COC(=O)c1cccc(S(=O)(=O)N(C)Cc2ccc(C)cc2C)c1
Assay by compound | 55 | 56 | 57 | 58 | 59 | 60
mcGAS lum | · | · | · | -5 | -11 | ·
NPYLR7 ag | 1 | -4 | -1 | 2 | -11 | 0
hcGAS lum | -3 | -2 | 0 | -5 | -3 | -8

61: CCN(CC)C(CNc1cnn(-c2ccccc2)c(=O)c1Cl)c1ccccc1 (stereo not given)
62: COc1ncccc1C(=O)N1CC(c2ccccn2)C1
63: CN(Cc1ccccc1)c1nc2nonc2nc1NCCN1CCCC(O)C1 (stereo not given)
64: CCOC(=O)C(C#N)C1(c2ccc(C)cc2)CCOC(C)(C)C1 (stereo not given)
65: Clc1cc(Cl)cc(Nc2ncnc3ccccc23)c1
66: COCCCS(=O)(=O)N1CSCC1C(=O)Nc1ccc(C)c(C)c1 (stereo not given)
Assay by compound | 61 | 62 | 63 | 64 | 65 | 66
mcGAS lum | · | · | -3 | -7 | · | -13
NPYLR7 ag | -1 | 3 | 9 | 3 | 10 | 1
hcGAS lum | 18 | -12 | -5 | -9 | -5 | -7

Two entries from above in another layout.
25	Cc1ccc(-c2noc(CSc3nnnn3-c3ccccc3)n2)cc1F
  mcGAS lum: -2
  NPYLR7 ag: 1
  hcGAS lum: 3

26	OC(CNCC1CCCO1)Cn1c2ccccc2c2ccccc21 (stereo not given)
  mcGAS lum: -1
  NPYLR7 ag: 11
  hcGAS lum: -2

Further compounds.
67: CCCNC(=O)C(NC(=O)c1cccs1)C1CCN(C(=O)Nc2cccc(Cl)c2)CC1 (stereo not given)
68: C=CCNc1ccccc1C(=O)NCc1ncc[nH]1
69: Cc1cc(C(=O)NCCn2ncc3c(N4CCN(c5ccccc5)CC4)ncnc32)no1
70: O=C(NC(c1ccccc1)c1ccccn1)C1CC=CCC1C(=O)N1CCc2ccccc2C1 (stereo not given)
71: Cc1ccc(-c2cc(C(=O)NCc3cccc(C(F)(F)F)c3)n(-c3ccc(F)cc3)n2)o1
72: Fc1ccc(N2CCN(CCNc3cncc(Cl)n3)CC2)cc1
Assay by compound | 67 | 68 | 69 | 70 | 71 | 72
mcGAS lum | -4 | -16 | 0 | -3 | -1 | ·
NPYLR7 ag | 3 | -1 | -1 | -6 | · | 1
hcGAS lum | -3 | -5 | 2 | -5 | -4 | -5

5 entries from above, as tab-separated lines.
cpd	canonical_smiles	mcGAS lum	NPYLR7 ag	hcGAS lum
70	O=C(NC(c1ccccc1)c1ccccn1)C1CC=CCC1C(=O)N1CCc2ccccc2C1 (stereo not given)	-3	-6	-5
67	CCCNC(=O)C(NC(=O)c1cccs1)C1CCN(C(=O)Nc2cccc(Cl)c2)CC1 (stereo not given)	-4	3	-3
72	Fc1ccc(N2CCN(CCNc3cncc(Cl)n3)CC2)cc1	·	1	-5
69	Cc1cc(C(=O)NCCn2ncc3c(N4CCN(c5ccccc5)CC4)ncnc32)no1	0	-1	2
71	Cc1ccc(-c2cc(C(=O)NCc3cccc(C(F)(F)F)c3)n(-c3ccc(F)cc3)n2)o1	-1	·	-4

Next part:
73: CCOC(=O)[C@H]1C[C@]2(CCCCN(C)C2=O)N(C(=O)c2ccc(C)cc2)[C@H]1c1ccco1
74: Cc1nnc(SCc2cc(F)cc(F)c2)n1-c1cccc(Cl)c1
75: NCc1n[nH]c(=O)n1-c1ccc(Cl)cc1
76: CC(=O)Nc1ccc(Cl)c(C(=O)NCCN2CCCC(O)C2)c1 (stereo not given)
77: Cc1cnn(C2CCCc3ccccc32)c1NC(=O)C1COCCO1 (stereo not given)
78: CC(=O)N1CCC2(CC1)OCc1cc(-c3cccc(S(C)(=O)=O)c3)ccc1O2
Assay by compound | 73 | 74 | 75 | 76 | 77 | 78
mcGAS lum | -7 | -4 | -10 | 0 | · | -4
NPYLR7 ag | 4 | 17 | 2 | -6 | 1 | -2
hcGAS lum | -3 | 0 | -8 | -4 | -7 | -6

79: COc1cccc(C(=O)N2CCN(CC(OCc3cccc(C)c3)c3ccc(Cl)cc3)CC2)c1 (stereo not given)
80: Cc1ccsc1C(=O)N1CCC1(C)C(=O)NS(=O)(=O)c1ccc(Br)cc1 (stereo not given)
81: CN1OCC(S(=O)(=O)NCC2CCCO2)C1c1ccccc1[N+](=O)[O-] (stereo not given)
82: c1ccc(-c2nc(Cn3ccnc3-c3cnc(N4CCCC4)nc3)co2)cc1
83: O=C(Cn1cnc2sccc2c1=O)NC(=O)NCc1ccco1
84: O=c1cc(CSc2nc3ccc(Cl)cc3[nH]2)nc2ccc(Br)cn12
85: COc1ccc(CN(Cn2nc(-c3ccccc3F)n(C)c2=S)C2CC2)cc1
86: Fc1cccc(NCCc2ccc(-n3cccn3)cc2)n1
87: Cc1ccc(CN(C2CCc3ccccc32)S(N)(=O)=O)cc1 (stereo not given)
Assay by compound | 79 | 80 | 81 | 82 | 83 | 84 | 85 | 86 | 87
mcGAS lum | -7 | · | · | -3 | -10 | -2 | · | · | ·
NPYLR7 ag | -2 | 1 | 6 | · | -2 | 2 | 1 | 3 | 6
hcGAS lum | -6 | 0 | -7 | 2 | -7 | -6 | -4 | -14 | -7
